Screens from PubChem.
TRHR enhancer – qHTS for Small Molecule Agonists and Allosteric Enhancers of Human TRH Receptor: Primary Screen for Enhancers; TRHR cells, fluo-8 calcium fluorescence, EC20 TRH enhancement; enhancement, % at 2 µM; 0.66% of 360,000 active; in the data active = enhancement above about 30%; note: 0% is about no effect
Target sequence (P34981 whole entry, looked up): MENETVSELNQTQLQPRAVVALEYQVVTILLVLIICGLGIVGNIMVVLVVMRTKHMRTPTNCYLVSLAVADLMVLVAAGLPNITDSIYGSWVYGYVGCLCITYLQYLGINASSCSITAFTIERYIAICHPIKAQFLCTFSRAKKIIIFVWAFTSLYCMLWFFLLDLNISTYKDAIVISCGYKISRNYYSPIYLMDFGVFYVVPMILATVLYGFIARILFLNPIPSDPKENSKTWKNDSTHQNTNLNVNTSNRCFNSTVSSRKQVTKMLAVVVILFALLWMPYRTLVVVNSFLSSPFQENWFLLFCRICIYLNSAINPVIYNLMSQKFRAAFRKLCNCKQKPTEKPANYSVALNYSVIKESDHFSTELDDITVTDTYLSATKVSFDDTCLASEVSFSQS
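Enhancer read-out: after compound pinning and an initial kinetic agonist-mode read, an EC20 of TRH (10 nM final) was injected and fluo-8 calcium signal (Ex 480/Em 530) followed at 1 s/cycle for 100 cycles in TRHR-expressing cells.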
RXFP1 antagonist – qHTS Assay for Antagonists of the Relaxin Receptor RXFP1; HEK293-RXFP1, relaxin-stimulated cAMP HTRF, 30 min; active compounds read low; activity change, negative = inhibition, % at 57.5 µM; 0.59% of 350,000 active;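 active = activity change of -60% or lower, but not beyond a set lower limit; inconclusive = change between -60% and -40%, or beyond the set limit; inactive = change above -40%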; note: % is set by controls: 0 for no effect and ±100 for the full control effect
D1 agonist – Allosteric Agonists of the Human D1 Dopamine Receptor: qHTS | D(1A) dopamine receptor (Homo sapiens), P21728 | HEK293 T-REx D1 cells, calcium flux, agonist mode | activation, % at 2 µM | 1% of 360,000 active; in the data active = activation above about 30%; note: 0% is about no effect
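Inducible HEK293 T-REx D1 cells, force-coupled to calcium signalling, were plated at 4000 cells/well with tetracycline and held overnight at 30 C. After no-wash calcium dye loading, compound-evoked calcium rise over 180 s flagged agonists.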
TRHR ag – qHTS for Small Molecule Agonists and Allosteric Enhancers of Human TRH Receptor: Primary Screen for Agonists. 0.18% of 360,000 active. TRHR cells, calcium flux fluo-8, FDSS agonist mode. AID 493084, 2011. activation, % at 2 µM; in the data active = activation above about 30%; note: 0% is about no effect
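Fluo-8-loaded TRHR cells; 10 s baseline, compound added, kinetic Ca2+ fluorescence read 1/s, agonist mode.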
D1 antagonist – Antagonist of Human D 1 Dopamine Receptor: qHTS; D(1A) dopamine receptor (Homo sapiens), P21728; HEK293 TREx D1 cells, calcium flux, dopamine EC80; active compounds read low; activity change, negative = inhibition, % at 10 µM; 3.2% of 360,000 active; in the data active = activity change below about -30%; note: % is set by controls: 0 for no effect and ±100 for the full control effect
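Tetracycline-induced HEK293 Trex D1 cells, force-coupled to calcium, dye-loaded; compounds added and read 180 s, then EC80 dopamine added and calcium flux tracked kinetically another 180 s.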
RXFP1 ag – qHTS Assay for Agonists of the Relaxin Receptor RXFP1; Relaxin receptor 1 (Homo sapiens), Q9HBX9; HEK293T-RXFP1 cAMP TR-FRET, 30 min; response scale: percent of porcine relaxin response, buffer zero; Potency, µM (series often up to 57.5 µM), inactives show at the top dose activation, most hits filed as activators; 0.3% of 370,000 active; AID 2676, 2010; note: potency is the fitted concentration of half-maximal effect; % is set by controls: 0 for no effect and ±100 for the full control effect; nearly all actives have a fitted effect of over 60% in size; many of its hits are not listed in these tables
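cAMP rise read by TR-FRET after 30 min, 37C compound exposure (up to 58 uM) in RXFP1-transfected HEK293 cells with Ro 20174 present. EC50 from Hill-equation fits, with 29 nM porcine relaxin as 100% and buffer as basal.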
D2 potentiator – HTS Assay for Positive Allosteric Modulators of the Human D2 Dopamine Receptor: Primary Screen for Potentiators; D(2) dopamine receptor (Homo sapiens), P14416; HEK293 T-REx D2, calcium flux, EC20 dopamine potentiation; potentiation, % at 10 µM; 0.34% of 340,000 active;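 active = potentiation over 3 SD above the plate norm, cut at about 30% in these data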; note: 0% is about no effect
Target sequence (P14416 whole entry, looked up): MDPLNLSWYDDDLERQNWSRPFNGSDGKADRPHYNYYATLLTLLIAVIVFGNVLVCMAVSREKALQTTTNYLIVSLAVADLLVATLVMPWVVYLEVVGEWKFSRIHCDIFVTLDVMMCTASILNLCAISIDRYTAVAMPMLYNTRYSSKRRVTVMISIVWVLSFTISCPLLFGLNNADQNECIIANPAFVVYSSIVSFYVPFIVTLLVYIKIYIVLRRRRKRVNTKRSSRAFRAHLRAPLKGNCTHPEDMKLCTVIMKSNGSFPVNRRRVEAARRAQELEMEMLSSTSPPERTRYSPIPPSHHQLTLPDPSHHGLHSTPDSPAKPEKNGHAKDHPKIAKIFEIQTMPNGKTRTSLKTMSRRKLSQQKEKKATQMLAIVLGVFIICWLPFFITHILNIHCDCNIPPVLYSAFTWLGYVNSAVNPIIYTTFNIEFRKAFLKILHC
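Cells plated with tetracycline inducer and held overnight at 30 C; calcium dye loaded 30–90 min at room temperature; baseline taken, compound added and read 180 s; EC20 dopamine then added and read 180 s.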
D1 potentiator – Potentiators of Human D1 Dopamine Receptor: qHTS; HEK293 TREx D1 cells, calcium flux, dopamine EC20 potentiation; potentiation, % at 10 µM; 0.036% of 360,000 active; in the data active = potentiation above about 30%; note: 0% is about no effect
Apoferritin bind – qHTS Assay for Identification of Novel General Anesthetics; Ferritin light chain (Equus caballus), P02791; apoferritin/1-aminoanthracene competitive binding, fluorescence; Potency, µM (titrated, usually from 77.5 µM), for the others: top-dose activity change, negative = displacement, usual class: inhibitors; 0.074% of 350,000 active; AID 485281, 2010; note: potency is the fitted concentration of half-maximal effect; % is set by controls: 0 for no effect and ±100 for the full control effect; nearly all actives have a fitted effect of over 20% in size
Target sequence (P02791 2-175 limits assumed): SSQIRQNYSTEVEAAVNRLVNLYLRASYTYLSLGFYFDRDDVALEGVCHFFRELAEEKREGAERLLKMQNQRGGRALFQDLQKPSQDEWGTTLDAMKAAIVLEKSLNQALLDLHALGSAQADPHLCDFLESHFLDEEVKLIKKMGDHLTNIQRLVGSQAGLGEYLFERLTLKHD
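Apoferritin-based anesthetic binding model; compound displacement of fluorescent 1-AMA measured as endpoint fluorescence after 10 minutes at room temperature, scaled to free-ligand and complex controls.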
* marks the source's active call; other numbers are inactive results; ? = inconclusive; nt = not tested or not shown; [ ] = another dose, or the depositor's remark. Unless noted, calls come from the whole dose curve; as a rule, active = well fitted curve in the direction sought with a large enough effect; inconclusive = small, poorly fitted or top-dose-only effect, or another doubt; inactive = no such curve, though single readings can be large; an effect the other way counts as inactive or inconclusive. Only part of the results is shown; count on the stated rates, not on these rows.

TRHR enhancer,RXFP1 antagonist,D1 agonist,TRHR ag,D1 antagonist,RXFP1 ag,D2 potentiator,D1 potentiator,Apoferritin bind,Molecule
-2.0,-30.4,0.3,0.5,13.2,4.1%,-14.0,-2.7,-17.0%,NS(=O)(=O)c1ccc(CNC(=O)c2cc(-c3ccccc3)nc3ccccc23)cc1
-2.0,-1.9,0.2,-0.6,-11.5,1.5%,nt,-0.5,-3.3%,COc1ccc(C(=O)NCCc2ccc(F)cc2)cc1OC
14.7,-12.0,0.6,0.4,9.7,-2.5%,11.0,-3.1,-14.2%,COc1cccc(/C=C2\CCC(C3CCCC3)C2=O)c1 (configuration not stated)
7.9,-7.3,3.4,0.4,14.6,6.8%,-0.9,-1.7,25.1%,CC(C)OC(=O)CC(=O)CSc1nc2c(cc1C#N)CCC2
-5.8,0.5,7.7,0.7,-20.5,-0.9%,-2.5,-8.6,-14.3%,Cc1cccc(C(=O)Oc2ccc(/C=N/O)cc2)c1
3.5,24.3,5.0,-0.4,-8.2,-0.6%,-1.0,3.0,nt,COc1cccc(N2CC(NS(=O)(=O)c3cccnc3)CC2=O)c1 (configuration not stated)
-2.8,-9.9,4.5,0.0,-18.3,0.6%,0.3,-12.4,-19.8%,CCOC(=O)CC1CCCCN1C(=O)c1ccc2oc(CCc3ccccc3)nc2c1 (configuration not stated)
-1.2,-6.4,-0.6,-0.1,-2.4,-0.1%,3.6,2.0,1.6%,CCOC(=O)C1=C(N)OC2=C(C(=O)CC(C)(C)C2)C1c1ccoc1 (configuration not stated)
18.7,-21.7,6.7,0.0,-2.9,1.4%,-0.7,-2.9,-5.4%,COC(=O)Cc1[nH]n(-c2ccccc2)c(=O)c1C(C)=Nc1ccccc1
1.1,-7.7,-1.0,0.2,7.1,-0.2%,7.5,-1.6,-3.6%,COc1ccc(-c2nc(CSCC(=O)NCCC(C)C)c(C)o2)cc1OC
1.9,-3.6,3.4,-0.1,-8.1,4.5%,5.6,-2.5,-7.0%,Cc1c(C(=O)N(CCO)Cc2ccccc2)oc2c(F)cccc12
4.1,-7.4,1.4,0.0,5.8,-3.2%,-9.2,-2.1,3.7%,CC1(C(=O)NC2CCCCC2)CCC(=O)N1Cc1ccc2c(c1)OCO2 (configuration not stated)
0.9,0.7,1.4,0.7,-4.8,-0.7%,0.8,1.9,-6.0%,COc1ccc(C(=O)NNC(=O)CSc2nnc(-c3cccnc3)n2C)cc1
-2.8,0.7,2.6,-1.0,-6.1,0.7%,4.3,4.5,-0.9%,Cc1onc(CO)c1C(=O)Nc1nccs1
-1.4,3.3,0.7,0.8,23.5,3.3%,5.6,-0.2,nt,NC(=O)CSc1ccc(S(=O)(=O)N2CCOCC2)cn1
-4.9,16.0,2.8,0.4,8.1,4.8%,-8.5,-8.9,0.0%,C(=N\N1CCOCC1)/c1ccsc1
-2.9,12.0,1.2,-0.1,-34.7*,2.1%,-4.3,-4.7,-1.5%,COc1ccc(NC(=O)C2=NNC(=O)CC2)cc1S(=O)(=O)N1CCCCC1
-2.5,-26.4,1.6,0.7,-11.0,-3.1%,12.2,1.7,-0.5%,Clc1ccc(-c2csc(N/N=C/c3ccco3)n2)cc1
-6.6,1.3,9.5,-0.1,-25.9,1.4%,-1.9,-2.7,?,CN(c1ccc(F)cc1)S(=O)(=O)c1ccc(Cl)c(C(=O)OCC(=O)NCc2ccco2)c1
-2.4,-5.4,1.2,-0.4,-3.0,0.4%,2.3,-4.6,-16.0%,COC(=O)NC(=C(Cl)Cl)S(=O)(=O)c1ccccc1
-6.6,2.5,6.8,-0.3,-2.5,1.3%,10.0,-5.2,?,Cc1ccc(CC(CC(=O)O)C(=O)Nc2ccc(Cl)cc2)cc1 (configuration not stated)
8.2,-17.0,0.8,-0.8,-19.0,3.6%,-26.8,-0.8,31.7%[activator],COc1cc2[nH]c(C(=O)Nc3ccc4c(c3)OCCO4)cc2c(OC)c1OC
3.5,-3.7,1.4,0.1,-17.8,2.7%,6.0,1.9,-6.2%,O=C1C(=O)N(Cc2ccco2)C(c2cccs2)/C1=C(\O)c1cccc([N+](=O)[O-])c1 (configuration not stated)
6.5,-20.2,41.6*,5.7,-24.8,-1.0%,-18.1,-5.5,?,CCN(c1ccccc1)S(=O)(=O)c1ccc(C(=O)N(CCCN(C)C)c2nc3cc4c(cc3s2)OCO4)cc1
-5.3,0.6,4.2,0.8,-5.3,-1.5%,-1.4,-2.4,nt,CC(=O)NC12CC3CC(C1)CC(C(=O)NCC(=O)Nc1c(C)cc(C)cc1C)(C3)C2
1.0,nt,1.8,0.0,-8.9,0.2%,-0.6,-1.9,-15.1%,CC(C)=NN/C(N)=N/C(=S)Nc1ccc(C)cc1
-2.9,-15.9,3.5,0.6,-7.7,-1.8%,2.4,5.8,-18.0%,Cn1c(SCc2cccc(Cl)c2)nc(C(F)(F)F)cc1=O
25.6,0.1,1.6,0.7,0.1,2.0%,6.0,0.8,-3.0%,OCc1c(Cl)nc2ccccn12
0.5,-4.9,1.3,0.5,-1.1,0.0%,-9.2,-4.5,-8.5%,NC(=O)NC(Cc1ccccc1)C(=O)NCC1(N2CCCCC2)CCCCC1 (configuration not stated)
5.7,5.2,2.2,-0.6,-2.8,2.1%,-26.2,2.3,-7.9%,O=C(CSc1nncs1)NC(=O)NCc1ccccc1
-2.6,17.4,2.9,0.2,0.6,2.6%,6.3,-1.4,-1.5%,CC(Oc1ccc(F)cc1)c1ccnc2nc(/N=C/N(C)C)nn12 (configuration not stated)
-4.8,9.1,1.2,-0.2,16.7,2.6%,-5.5,-10.7,-12.6%,CCOc1ccc2c(c1)c1nnc(SCC(=O)N3CCCCC3C)nc1n2C (configuration not stated)

3 compounds picked at random from those above, as already listed:
TRHR enhancer,RXFP1 antagonist,D1 agonist,TRHR ag,D1 antagonist,RXFP1 ag,D2 potentiator,D1 potentiator,Apoferritin bind,Molecule
5.7,5.2,2.2,-0.6,-2.8,2.1%,-26.2,2.3,-7.9%,O=C(CSc1nncs1)NC(=O)NCc1ccccc1
-4.8,9.1,1.2,-0.2,16.7,2.6%,-5.5,-10.7,-12.6%,CCOc1ccc2c(c1)c1nnc(SCC(=O)N3CCCCC3C)nc1n2C (configuration not stated)
25.6,0.1,1.6,0.7,0.1,2.0%,6.0,0.8,-3.0%,OCc1c(Cl)nc2ccccn12

Returning to the listing, repeating the 2 entries before the break.
TRHR enhancer,RXFP1 antagonist,D1 agonist,TRHR ag,D1 antagonist,RXFP1 ag,D2 potentiator,D1 potentiator,Apoferritin bind,Molecule
-2.6,17.4,2.9,0.2,0.6,2.6%,6.3,-1.4,-1.5%,CC(Oc1ccc(F)cc1)c1ccnc2nc(/N=C/N(C)C)nn12 (configuration not stated)
-4.8,9.1,1.2,-0.2,16.7,2.6%,-5.5,-10.7,-12.6%,CCOc1ccc2c(c1)c1nnc(SCC(=O)N3CCCCC3C)nc1n2C (configuration not stated)
5.9,-13.1,5.9,0.5,22.0,-0.1%,11.4,-0.5,-23.3%,COC(=O)c1ccccc1SCC(=O)Nc1ccc(N2CCOCC2)cc1
6.3,7.8,0.7,0.9,9.9,3.2%,-10.6,-4.1,-2.4%,Cc1ccc(S(=O)(=O)N(C)C)cc1NC(=O)CSc1ncn[nH]1
2.4,-5.3,1.7,-0.7,2.5,-0.2%,14.1,0.8,-7.5%,CCOC(=O)c1nnc(-c2ccccc2)nc1Oc1ccccc1Cl
2.7,4.4,5.6,0.3,-2.1,0.3%,-7.4,1.0,nt,CC(=O)Nc1ccc(NC(=O)CSC2=NS(=O)(=O)c3cc(F)ccc3N2)cc1
1.6,4.9,1.4,0.2,19.7,5.6%,20.6,7.7,-3.3%,CCn1nc(C(=O)OCc2c(C)noc2C)c2ccccc2c1=O
-5.2,1.9,7.6,-0.2,-3.4,0.9%,15.8,-3.2,-3.4%,CCN(C(=O)c1ccc(C(C)(C)C)cc1)c1nnc(Cn2nnc3ccccc32)s1
2.4,-8.7,5.7,0.6,-6.1,1.1%,2.7,5.8,-6.2%,COCCn1c(C)cc(/C=C2\NC(=S)N(C)C2=O)c1C
-8.0,-1.3,1.2,-0.3,-35.2*,17.2%,-2.5,9.3,110.5%[activator],CCN(CC)CCNC(=O)c1cc2cc3ccc(OC)cc3nc2o1
3.3,-20.5,-0.1,0.1,1.2,0.0%,-7.7,-4.3,-4.9%,CCCSc1nc(O)c(C2OC(=O)c3c2ccc(OC)c3OC)c(=O)n1-c1ccccc1 (configuration not stated)
3.1,10.5,1.3,-0.4,-3.7,1.2%,1.0,-5.5,0.3%,Cc1cc2ncc(-c3cccc(Cl)c3)cn2n1
0.2,-6.5,1.6,-0.5,9.4,-0.2%,14.9,0.2,7.8%,Fc1ccc(N/N=C2/CCSc3sccc32)c(F)c1
-12.0,6.8,2.2,-0.1,9.2,7.5%,-9.3,-3.2,0.0%,Cc1oc2cc3oc(=O)c(CC(=O)NCCC(=O)O)c(C)c3cc2c1C
1.8,2.1,2.2,0.7,2.3,4.4%,-7.0,9.9,-1.0%,Cc1c(C(=O)O)cccc1-c1ccc(/C=N/n2cnnc2)o1
-2.2,-8.1,1.6,-0.2,-15.2,-0.6%,1.3,14.2,-5.8%,CCC(Oc1ccc(C)cc1)C(=O)Nc1ccccc1C(=O)N1CCOCC1 (configuration not stated)
